CASP6 VEID inh: blocks human caspase-6 cleavage activity; P55212; purified caspase-6, Z-VEID-R110 cleavage fluorescence; inhibition, % at 12.5 µM; actives 0.53% (n = 350,000);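 active means mean inhibition across replicates at least about 35%, with every replicate also reaching that limit, limit read from the data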;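 further: 0% = median of neutral control wells and 100% = no fluorescence left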
Target sequence (P55212 24-179 limits assumed): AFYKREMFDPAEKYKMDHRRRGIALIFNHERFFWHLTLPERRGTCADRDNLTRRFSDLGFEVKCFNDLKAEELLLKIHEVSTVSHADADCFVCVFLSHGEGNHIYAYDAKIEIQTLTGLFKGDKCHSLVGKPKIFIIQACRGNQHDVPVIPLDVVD
Target sequence (P55212 194-293 limits assumed): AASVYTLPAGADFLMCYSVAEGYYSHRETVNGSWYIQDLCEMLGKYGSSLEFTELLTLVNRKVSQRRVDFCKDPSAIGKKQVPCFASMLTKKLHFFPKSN
FN deposition inh: fibronectin deposition inhibition; AH1F fibroblasts, Alexa488-fibronectin deposition fluorescence, overnight; inhibition, % at 12.6 µM; actives 0.086% (n = 350,000);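 active means mean inhibition across replicates of 30% or more, regardless of how many single replicates reach that level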;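 further: positive control wells lacked labelled fibronectin entirely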
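Measured by – fluorescence 485/525 nm · System – AH1F fibroblast monolayer, labelled fibronectin deposition · Amount – 10000 cells per well · Buffer or medium – serum-reduced DMEM (2% serum) · Doses – single dose, pinned · Also added – fluorescent fibronectin at 24 nM final · Schedule – 1 h cell attachment, overnight exposure to compound and label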
Cneo AK release: causes C. neoformans cell lysis; adenylate kinase release luminescence, 4 h; normalised: neutral wells 0, clomiphene wells 100; lysis activity, % at 15 µM; actives 0.2% (n = 360,000); AID 651654;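 active means mean lysis activity across replicates of at least 80%, whatever share of replicates individually reach that level; inactive means mean lysis activity below 80%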
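read-out = cell lysis signal | test system = log-phase Cryptococcus neoformans yeast cells | input = cells at 5 × 10^6 per mL | medium = fresh YPD growth medium | signal = luminescent adenylate kinase detection reagent | timing = 4 h at 37 °C static, read 1 h later | dosing = single dose | controls = Clomiphene as positive lysis control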
PAX8 inh HTS: lowers PAX8-driven luciferase in RMG-I cells; RMG-I TPO-luciferase reporter, SteadyGlo, 24 h; inhibition, % at 12.6 µM; actives 1.2% (n = 360,000); AID 652154;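 active means mean replicate inhibition at least 60% with every replicate also reaching 60%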;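 further: luciferase light reporting Pax8 driven TPO promoter activity; plate controls were median of neutral control wells for no effect and mitoxantrone controls for full effect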
EWS-Fli inh: inhibitors of EWS/Fli oncoprotein transcriptional activity; actives 0.67% (n = 350,000); inhibition, % at 12.6 µM; A673 NR0B1-luciferase reporter, viability-normalised; AID 651661;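 active means mean inhibition of at least 50% after viability correction, with every replicate also passing that limit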;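 further: firefly luciferase signal divided by Alamar Blue viability fluorescence both relative to DMSO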
PGC1a acetyl inh: PGC1a acetylation modulation, inhibitor mode. actives 0.17% (n = 350,000). AID 651687. inhibition, % at 15.6 µM. U2OS PGC1a acetylation, AlphaScreen anti-acetyl-lysine; with virally co-expressed GCN5 acetyltransferase;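 active means every replicate shows inhibition of at least 40%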;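 further: 0% = neutral control wells and 100% = positive control wells; some results beyond the cut were filed as inactive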
LGR2 inh: inhibitors of bursicon-induced Drosophila LGR2 receptor cAMP signaling | actives 0.35% (n = 380,000) | AID 720647 | HEK293 LGR2, CRE-luciferase, bursicon-stimulated, 4 h | inhibition, % at 9.99 µM;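 active means drop in luminescence signal, shown as inhibition above about 50% in the replicate tests, limit read from the data, passing the limit was not always enough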;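 further: agonist challenge used bursicon conditioned medium at about half maximal strength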
miR122 inh: blocks miR-122 activity in Huh7 sensor cells; Huh7 miR-122 Renilla luciferase sensor, 48 h; neutral wells = 0, positive control = 100; activation (reporter increase), % at 12.5 µM; actives 0.3% (n = 340,000); AID 602342;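 active means mean replicate activation score at least 90 and every replicate individually at or above 90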;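 further: higher luciferase means less miR-122 activity so hits act as miR-122 inhibitors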
An asterisk follows results filed as active; . = not tested or not shown; & = joins results of further samples; [ ] = remark or other dose.

SMILES	CASP6 VEID inh	FN deposition inh	Cneo AK release	PAX8 inh HTS	EWS-Fli inh	PGC1a acetyl inh	LGR2 inh	miR122 inh
CCN1C(=O)[C@H]2[C@@H](c3ccc(C(F)(F)F)cc3)N[C@]3(CCCN(CC4CCCCC4)C3=O)[C@H]2C1=O	10	-3	1	4	2	14	-5	-7
O=C1CCC(C(=O)OCc2ccccc2)N1 (configuration not stated)	-5	.	-2	.	5	2	-10	1
C[C@@H]1CCCCO[C@@H](CN(C)Cc2ccc(C(F)(F)F)cc2)[C@@H](C)CN([C@H](C)CO)C(=O)c2cc(N(C)C)ccc2O1	1&4	6	2&-1	17&3	9&-6	-7&8	9	-10
Cc1ccc(C(=O)Nc2ccc(S(=O)(=O)NC3=NCCCCC3)cc2)c(C)c1	2	0	.	5	8	.	5	.
CNC(=O)c1c(NC(=O)CS(=O)(=O)c2ccc(Cl)cc2)sc(C)c1C	-2	-3	-1	13	5	.	-7	-2
Cn1c(SCC(=O)N2CCCC2=O)nc2ccccc2c1=O	2	3	1	10	-4	2	-5	0
CCOc1cc(S(=O)(=O)NCc2ccccn2)ccc1Cl	-6	.	-2	.	-5	-8	-8	14
Cc1ccccc1-c1ccc([C@@H]2[C@@H](CO)N3C(=O)CN(C(=O)c4ccc(F)cc4)C[C@H]23)cc1	6	.	.	.	-3	5	-1	.
C[C@H]1CCCCO[C@H](CN(C)S(=O)(=O)c2ccc(F)cc2)[C@@H](C)CN([C@@H](C)CO)C(=O)c2cc(NC(=O)C3CCCCC3)ccc2O1	0	10	4	-10	-3	-14	-5	-3[16.7 µM]
C=CCOC(=O)C1=C(C)NC(SC)=C(C#N)C1c1ccc(OCC)cc1 (configuration not stated)	1	-28	-2&0	5	4	3&2	.	3
O=C(NCc1ccc2c(c1)OCO2)c1ccccc1	-2	-3	.	-6	-8	2	-16	.
COc1ccc(-n2ncc(C(C)NS(=O)(=O)c3cccs3)c2C)cc1 (configuration not stated)	-2	-4	-3	-6	-9	-2	-5	2
COc1ccc(NC(=O)Nc2ccc3c(c2)C(=O)N([C@H](C)CO)C[C@H](C)[C@@H](CN(C)S(=O)(=O)c2ccc(C)cc2)OCCCC[C@H](C)O3)cc1	3	.	-2	8	3	-4	13	-5[16.7 µM]
CCCCNC(=O)C1CC(=O)N(c2ccc(OC)cc2)C1c1ccc(OC)cc1 (configuration not stated)	.	-12	0	.	.	1	.	-5
C[C@H]1CN([C@@H](C)CO)C(=O)c2cc(NS(=O)(=O)c3cn(C)cn3)ccc2O[C@@H]1CN(C)C(=O)Nc1ccc2c(c1)OCO2	3	.	-3	.	-15	-1	9	6[16.7 µM]
O=C(COC(=O)C1(c2ccccc2F)CCCC1)N1CCN(C(=O)c2ccco2)CC1	.	.	1	.	.	16	-4	-4
CCC(=O)Nc1ccc2c(c1)C(=O)N(C)C[C@H](OC)[C@@H](C)CN(Cc1cccc(F)c1)[C@H](C)CO2	-1	10	-3	0	7	4	6	.
O=C(COc1ccccc1)Nc1ccc(-c2ccc(N3CCOCC3)nn2)cc1	5	-2	0	-44	-45	7	-14	1
COc1cccc(C(=O)Nc2ccc3c(c2)C(=O)N(C)[C@H]2CC[C@H](CC(=O)NCc4ccccc4F)O[C@H]2CO3)c1	.	-2	.	-1	1	-2	11	30[16.7 µM]
CC(=O)c1cccc(NC(=O)C2Cc3c(-c4cccc(F)c4)ccnc3O2)c1 (configuration not stated)	11	9	-2	-1	3	.	10	-4
CO[C@@H]1CN(C)C(=O)c2cc(NC(=O)c3cc(C)on3)ccc2OC[C@@H](C)N(C(=O)C2CC2)C[C@@H]1C	0	2	10	.	-8	-7	-8	2[16.7 µM]
O=Nc1onc(-c2ccc([N+](=O)[O-])cc2)c1NO	2	8	.	16	14	.	4	.
CO[C@H](CN(C)C(=O)c1cnccn1)[C@@H](C)CN([C@@H](C)CO)S(=O)(=O)c1ccc(Cl)cc1	3	-1	-3	.	1	10	-6	.
CC(C(=O)N1CCN(c2ccccc2)CC1)N1C(=O)C2CC=CCC2C1=O (configuration not stated)	.	9	0	-9	.	1	.	-11
O=C(c1ccccc1F)N1C[C@H]2[C@@H](c3ccccc31)[C@H](CO)N2C(=O)Nc1ccccc1	1	-10	-1	-1	-3	-2	4	33[16.7 µM]
CCOc1ccc(N2CC(O)(c3cccs3)[N+]3=C2CCCC3)cc1 (configuration not stated)	9	.	2	24	5	0	24	0
C[C@H]1CCCCO[C@H](CN(C)C(=O)c2ccccc2)[C@@H](C)CN([C@@H](C)CO)C(=O)c2cc(NS(=O)(=O)c3ccccc3)ccc2O1	3	-2	-1	16	-3	-7	6	-1[16.7 µM]
O=C(NCCN1C(=O)S/C(=C/c2ccccc2)C1=O)C1CCCN1C(=O)c1cccs1 (configuration not stated)	1	2	.	14	11	.	18	.
CN1c2ccc(C3=CCCCC3)cc2[C@@H]2[C@@H](CCN2C(=O)c2ccc3c(c2)OCO3)[C@@H]1CO	.	6	0	8	-3	3	-4	4[16.7 µM]
C[C@@H]1CCCCO[C@@H](CN(C)CC2CC2)[C@H](C)CN([C@@H](C)CO)C(=O)c2cc(NC(=O)c3ccncc3)ccc2O1	1	.	-4	-7	-1	6	11	-1[16.7 µM]
COc1ccc(C2CC(c3cccs3)=NN2C(=O)CSc2nnnn2C)cc1OC (configuration not stated)	0	0	.	17	-3	.	-18	.
COc1cccc(NC(=O)N2C[C@H](O)COC[C@H]3O[C@H](CC(=O)NCc4ccccc4F)CC[C@@H]32)c1	-3	-3	0	.	.	2	9	6[16.7 µM]
CCOC(=O)c1ccc(-c2ccc(/C=C(\C#N)C(=O)NCC3CCCO3)o2)cc1 (configuration not stated)	.	.	0	-19	.	-1	.	-7
COc1ccc(CCN(C(=O)Cn2nnc3ccccc32)C(C(=O)NCC2CCCO2)c2ccncc2)cc1OC (configuration not stated)	-1	6	.	11	6	2	8	.
Cc1ccc(NC(=O)C2CCCN(S(=O)(=O)c3ccc4c(c3)oc(=O)n4C)C2)nc1 (configuration not stated)	5	-4	-1	15	4	-29	-38	-9
CSC(=S)N/N=C/c1ccc(N(C)C)cc1	2	.	.	1	-17	.	-28	.
C[C@H](CO)N1C[C@H](C)[C@H](CN(C)C(=O)Nc2ccccc2)Oc2ccc(NS(=O)(=O)c3ccc(F)cc3)cc2C1=O	3	-5	0	.	-5	-1	3	6[16.7 µM]
Cc1ccc(N2CCN(S(=O)(=O)c3ccc(C)cc3)CC2)cc1	-2	2	-1	17	-11	-2	-6	-8
Cc1c(C=O)c2ccccn2c1C(=O)c1cccc([N+](=O)[O-])c1	4	7	.	-5	4	.	6	.
O=C1CC(c2ccccc2)C(=O)N2C(=O)CC(c3ccccc3)C(=O)N12 (configuration not stated)	2	10	-1	-18	8	-6	3	.
COC(=O)N(C)C[C@H]1OCc2ccccc2-c2ccccc2C(=O)N([C@H](C)CO)C[C@H]1C	-4	1	-5	.	-8	1	1	.
O=C(COc1ccccc1)N(Cc1cccc(F)c1)C1CCS(=O)(=O)C1 (configuration not stated)	0	0	-2	6	-8	.	10	4
C[C@@H]1CN([C@H](C)CO)C(=O)Cc2cc(NC(=O)Nc3cccc4ccccc34)ccc2O[C@H]1CN(C)C(=O)Nc1cccc2ccccc12	.	.	-6	-12	-22	3	-5	-7[16.7 µM]
C[C@@H]1CN([C@@H](C)CO)C(=O)Cc2cc(NC(=O)Cn3cnnn3)ccc2O[C@H]1CN(C)C(=O)Nc1ccccc1	-1	.	0	-7	3	18	8	5[16.7 µM]
Cc1ccc(-c2nc(CNC(=O)c3cc(C)on3)cs2)cc1	0	.	1	-2	.	5	-1	2
CCn1c(CSCc2ccc(Cl)cc2)nnc1SCC(=O)Nc1cccc(C(=O)O)c1	0	0	.	9	-2	-4	-2	.
COc1ccc(-c2nnn(CC(=O)c3ccccc3)n2)cc1OC	0	.	-2	.	-10	6	-23	.
C[C@@H]1CCCCO[C@@H](CN(C)C(=O)CCCN(C)C)[C@@H](C)CN([C@@H](C)CO)C(=O)c2cc(NS(=O)(=O)c3ccc(Cl)cc3)ccc2O1	0	-2	-2	-7	-16	-6	-4	3[16.7 µM]
COc1cc2[nH]c(=S)nc(NCCCOC(C)C)c2cc1OC	.	5	0	-3	.	-8	.	4
CCC(C)N(C(=O)CSc1nnc(-c2cccs2)n1C1CC1)C1CCS(=O)(=O)C1 (configuration not stated)	2	-6	-2	3	-3	.	13	13
New compounds follow:
SMILES	CASP6 VEID inh	FN deposition inh	Cneo AK release	PAX8 inh HTS	EWS-Fli inh	PGC1a acetyl inh	LGR2 inh	miR122 inh
COc1ccccc1NC(=O)N1CCC(c2nc3ccccc3o2)CC1	-3	9	.	-19	-8	.	14	.
Cc1cc(NC(=O)CN2CCOCC2)n(-c2ccccc2)n1	0	4	1	-8	-55	12	7	1
O=C(O)c1cccc(NC(=O)c2ccc(CN3C(=O)c4ccccc4C3=O)cc2)c1	-1	-18	1	-11	3	.	11	.
Cc1ccc(S(=O)(=O)N(C)C[C@@H]2OCCCC[C@H](C)Oc3ccc(NS(=O)(=O)c4c(C)noc4C)cc3C(=O)N([C@H](C)CO)C[C@H]2C)cc1	1	5	3	30	10	5	-8	-5[16.7 µM]
C[C@@H]1CN([C@H](C)CO)C(=O)c2cc(N(C)C)ccc2O[C@@H](C)CCCCO[C@H]1CN(C)C(=O)NC1CCCCC1	5	-14	7	-37	11	-7	29	4[16.7 µM]
O=C1CC(NS(=O)(=O)c2cccs2)CN1c1cccc(F)c1 (configuration not stated)	-3	16	.	0	4	9	14	1
Cc1cc(N2CCC(C)CC2)nc(SCC(=O)c2ccccc2)n1	.	-4	2	-33	.	-10	.	8
CN(c1ccccc1)c1nc2ccsc2c(=O)s1	3	7	-4	-122	.	2	-69	1
O=C(Nc1cc(S(=O)(=O)N2CCOCC2)ccc1N1CCCC1)c1cc(F)c(F)cc1Cl	-2	1	.	-14	-1	.	13	.
Cc1ccc(C(=O)Nc2scc(-c3ccccc3)c2C(=O)O)o1	5	-10	.	-1	-28	.	-25	.
COc1ccc(NC(=O)Nc2ccc3c(c2)C(=O)N([C@H](C)CO)C[C@H](C)[C@H](CN(C)Cc2ccc(-c4ccccc4)cc2)O3)cc1	0	.	-2	.	1	-1	16	-4[16.7 µM]
COc1ccc(-c2csc(NC(=O)Cc3cccc4ccccc34)c2C(=O)O)cc1	1	1	.	-5	-8	-2	-4	.
Cc1cc(NC(=O)COC(=O)C2COc3ccccc3O2)no1 (configuration not stated)	.	10	1	.	.	1	.	-6
CC(=O)N(C[C@H]1N[C@H](CO)[C@H]1c1ccc(-c2cccnc2)cc1)C1CCCC1	0&-2	-6	-1&-1	-3&-4	5&-1	9&4	19	6&-6[16.7 µM]

Looked up above:
PGC1a acetyl inh with COc1ccc(NC(=O)Nc2ccc3c(c2)C(=O)N([C@H](C)CO)C[C@H](C)[C@H](CN(C)Cc2ccc(-c4ccccc4)cc2)O3)cc1 → -1
Cneo AK release with Cc1cc(NC(=O)COC(=O)C2COc3ccccc3O2)no1 (configuration not stated) → 1

Part of the list above, showing only PGC1a acetyl inh and PAX8 inh HTS:
SMILES	PGC1a acetyl inh	PAX8 inh HTS
COc1ccc(NC(=O)Nc2ccc3c(c2)C(=O)N([C@H](C)CO)C[C@H](C)[C@H](CN(C)Cc2ccc(-c4ccccc4)cc2)O3)cc1	-1	.
CC(=O)N(C[C@H]1N[C@H](CO)[C@H]1c1ccc(-c2cccnc2)cc1)C1CCCC1	9&4	-3&-4
COc1ccc(-c2csc(NC(=O)Cc3cccc4ccccc34)c2C(=O)O)cc1	-2	-5

Rows are unselected; any-hit rate near 2.5%.
